# Screening results from PubChem BioAssay.
# FLuc inhib CS: firefly luciferase enzyme inhibitors, primary screen, artefact control for luciferase-based inhibitor screens, biochemical, luminescence, ATPLite | inhibition, % at 10 µM | 10 min | actives 1.5% (n = 200,000) | Luciferin 4-monooxygenase (Photinus pyralis), P08659 | AID 1006, 2008;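 active = inhibition above about 50% when tested at 10 µM, limit read from the data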
# Target sequence (P08659 whole entry, looked up): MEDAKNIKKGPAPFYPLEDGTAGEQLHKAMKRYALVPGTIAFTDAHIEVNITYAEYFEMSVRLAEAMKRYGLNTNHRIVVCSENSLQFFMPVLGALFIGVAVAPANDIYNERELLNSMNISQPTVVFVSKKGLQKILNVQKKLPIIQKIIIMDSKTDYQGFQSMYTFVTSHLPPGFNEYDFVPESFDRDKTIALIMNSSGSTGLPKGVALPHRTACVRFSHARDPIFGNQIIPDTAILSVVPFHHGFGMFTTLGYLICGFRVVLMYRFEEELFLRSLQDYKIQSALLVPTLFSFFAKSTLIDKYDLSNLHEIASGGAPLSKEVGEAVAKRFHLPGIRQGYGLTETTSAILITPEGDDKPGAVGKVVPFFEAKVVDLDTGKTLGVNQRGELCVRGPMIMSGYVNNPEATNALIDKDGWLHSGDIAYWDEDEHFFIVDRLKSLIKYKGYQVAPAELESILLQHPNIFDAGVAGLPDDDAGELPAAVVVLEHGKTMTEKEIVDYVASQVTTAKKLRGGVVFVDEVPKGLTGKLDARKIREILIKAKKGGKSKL
# Hsp70 act: Hsp70 transcriptional activators, primary screen, cell-based, HeLa, Hsp70 promoter luciferase, luminescence, 10 µM; AID 1203, 2008; activation, % at 10 µM; HeLa Hsp70 promoter luciferase reporter; scaled: vehicle 0, proteasome-inhibitor control 100%; actives 0.04% (n = 200,000);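 active = activation above the mean across all tested compounds plus 3 SD, cutoff set per campaign, cut at about 5.5% in these data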;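 also: 100% = MG132 at 30 µM as the positive control and 0% = DMSO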
# STAT3 inh: IL-6 driven STAT3 reporter inhibitors, primary screen, U3A cells, luciferase, luminescence, MLSCN library; AID 862, 2007; actives 0.89% (n = 190,000); IL-6 STAT3-luciferase reporter; host cell line lacks STAT1; inhibition, % at 5.5 µM;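 active = inhibition above the mean inhibition across all screened compounds plus 3 SD, cut at about 44% in these data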;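 also: 0% = DMSO only wells and 100% = 100 µM nifuroxazide control wells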
# APP 5'UTR act: activators of APP 5'UTR luciferase reporter, primary screen, SH-SY5Y cells; AID 1276, 2008; activation, % at 2 µM; actives 1% (n = 190,000); SH-SY5Y APP 5'UTR luciferase reporter, luminescence; zero percent = DMSO vehicle wells;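 active = activation above a set limit, based on mean plus 3 SD of controls, cut at about 140% in these data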; also: values of inactives mirror those of a sister screen read the other way
# STAT1 inh: STAT1 signaling inhibitors, primary screen, cell-based, HTS, luciferase reporter; NIH 3T3 STAT1-luciferase reporter, IFN-gamma, luminescence; inhibition, % at 5.5 µM; actives 0.35% (n = 200,000);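 active = inhibition above a set limit, the mean inhibition across all tested compounds plus 3 SD, cut at about 34% in these data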;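 also: 0% = IFN-gamma with DMSO and 100% = IFN-gamma with 300 µM nifuroxazide; values of inactives mirror those of a sister screen read the other way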
# RAM inhibit: inhibitors of the yeast RAM network, primary screen, dse1pr::URA3 reporter, 5-FOA selection; AID 868, 2007; S. cerevisiae dse1pr::URA3 reporter, 5-FOA growth OD615, 2 d; analog-sensitive cbk1-as2 kinase mutant strain; actives 1.8% (n = 190,000); inhibition, % at 50 µM;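 active = inhibition above a set limit, 3 SD over mean compound inhibition, cut at about 8.4% in these data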;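 also: 0% = DMSO-only wells with no growth and 100% = 10 µM 1-NA-PP1 full growth; inhibition rescues growth on 5-FOA so higher OD means more RAM inhibition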
# STAT1 act: STAT1 signaling activators, primary screen, cell-based, HTS, luciferase reporter. NIH 3T3 STAT1-luciferase reporter, IFN-gamma, luminescence; 100% = IFN-gamma alone, no compound. activation (% of control), % at 5.5 µM. actives 2.6% (n = 200,000). AID 932, 2007;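 active = activation above the screen-wide mean activation plus 3 SD, cut at about 130% in these data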;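 also: raw ratio to IFN-gamma control signal so 100% means no change and 0% no light; values of inactives mirror those of a sister screen read the other way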
# STAT3 activator: IL-6 driven STAT3 reporter potentiators, primary screen, U3A cells, luciferase, luminescence, MLSCN library | IL-6 STAT3-luciferase reporter; 100% = signal with IL-6 EC80 alone | activation (% of control), % at 5.6 µM | actives 0.91% (n = 190,000);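 active = activation above the screen-wide mean of compound activation plus 3 SD, cut at about 130% in these data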;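 also: 0% = background luminescence of wells with medium and substrate only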
#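 System – human U3A cells carrying STAT3-luciferase construct · Probe or stimulus – Interleukin-6, 33 ng/mL · Schedule – compound 1 h, then IL-6 6 h at 37 °C · Signal – luminescence from STAT3-driven luciferase reporter · Evaluation – percent of IL-6-only median luminescence · Benchmarks – IL-6-only high control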
# APP 5UTR inh: inhibitors of APP translation via 5'UTR reporter, primary screen, APP 5'UTR luciferase, SH-SY5Y cells | SH-SY5Y APP 5'UTR-luciferase reporter, luminescence | actives 0.82% (n = 190,000) | inhibition, % at 2 µM | AID 1285, 2008;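 active = inhibition above a set limit, derived from the sample mean plus 3 SD, cut at about 45% in these data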; also: values of inactives mirror those of a sister screen read the other way
# NF-kB neuron act: activators of NF-kB expression in neurons, primary screen, cell-based, HTS | AID 1239, 2008 | human neuronal cells, NF-kB reporter expression; hits give high values | actives 1.6% (n = 190,000) | fold change at 12.5 µM; in the data active = fold change above about 3.3
# * = called active by the depositor; . = not tested or not shown.
canonical_smiles	FLuc inhib CS	Hsp70 act	STAT3 inh	APP 5'UTR act	STAT1 inh	RAM inhibit	STAT1 act	STAT3 activator	APP 5UTR inh	NF-kB neuron act
CC(=O)Oc1ccc2c(c1)OC(c1ccccc1)CC21CC(C)(C)NC(=S)N1 (configuration not stated)	-11	-0.2	6	4	-10	3.9	109	97	-4	0.9
Brc1ccc(Oc2nnnn2-c2ccccc2)cc1	-5	-0.3	18	.	-8	3.1	108	92	.	2.1
O=[N+]([O-])c1cc(Cl)ccc1-c1nc(-c2ccncc2)no1	16	0.0	-3	50	-16	-0.3	112	106	-50	1.8
COC(=O)c1ccc(COC(=O)CNC(=O)CNC(=O)c2ccc(C)cc2)cc1	-1	0.2	0	4	5	-0.8	96	106	-4	.
CC(=O)Nc1ccc(/C(C)=N/NC(=O)c2ccccc2Cl)cc1	-3	0.1	6	6	-7	0.5	106	95	-6	0.97
CCCCN(CC(=O)NCCOC)C(=O)Cn1nnc2ccccc21	-6	-0.2	11	22	-3	0.2	102	100	-22	1.1
COc1ccc2c(c1)CCN=C2Cc1ccc(OC)c(OC)c1	-1	-0.1	11	1	10	1.4	91	93	0	0.71
COC(=O)C(C)Sc1snnc1-c1ccccc1 (configuration not stated)	-1	-0.5	3	0	-1	1.6	104	98	0	1.2
CCCc1c(C)[nH]c2ccccc2c1=O	-2	0.0	8	-13	0	1.2	100	98	13	1.1
Cc1nnc(SCc2cc(=O)[nH]c(N3CCCCC3)n2)s1	.	-0.2	-3	3	7	.	94	105	-3	.
CCOC(=O)N1CCC(NC2CCCCCCC2)CC1	6	-0.5	6	3	-7	1.2	106	101	-3	1.4
CCCc1cc2c(cc1NC(=O)c1ccccc1F)OCO2	-2	-0.5	1	14	3	2.7	97	102	-14	1.5
Cc1c(-n2c(SC(C)C(=O)NC(N)=O)nc3ccccc3c2=O)c(=O)n(-c2ccccc2)n1C (configuration not stated)	-6	0.0	-2	4	-5	3.3	102	106	-4	1.1
C=CCN1C(=O)/C(=C\c2cc(Br)c(OCc3ccccn3)c(OC)c2)SC1=S	-14	-0.2	9	8	2	19*	97	95	-8	1.1
O=C(Nc1cnn(Cc2ccc(Cl)cc2)c1)c1ccc([N+](=O)[O-])cc1	-2	-0.4	15	-13	2	5.0	98	92	13	1
O=C(O)CCc1nc(-c2ccccc2Cl)no1	-2	0.1	5	-11	-12	0.1	111	97	11	0.88
CC(O)c1cccc(NC(=O)CCC(=O)O)c1 (configuration not stated)	-5	-0.3	6	-13	-2	2.6	102	100	13	1.1
COCCCNC(=O)Cn1cc2c(n1)CCCCC2	-3	-0.3	-1	-10	3	-0.6	98	101	10	1
Cc1oc2nc(SCC(=O)N3CCCCC3)nc(N)c2c1C	8	-0.4	14	-8	4	1.2	97	91	8	1.2
COc1ccc(Nc2nccc(N(C)C)c2C#N)cc1	0	-0.3	9	-7	0	-0.4	98	96	7	1.4
O=C(N/N=C1\CCc2ccccc21)c1ccncc1	13	0.0	-6	55	-34	0.8	130*	105	-55	1.3
CON/C=C(\C=Nc1ccc(Cl)cc1Cl)c1ncc(C(F)(F)F)cc1Cl	-8	-0.2	-2	-1	1	13*	99	111	0	0.81
CC(C)c1ccccc1NC(=O)Cn1c(-c2ccccc2Cl)nc2ccccc21	1	-0.3	-19	0	-1	0.8	103	113	0	0.86
CCOC(=O)C(CCCCCOc1ccc([N+](=O)[O-])cc1)C(=O)OCC	-8	-0.5	6	6	2	0.9	99	99	-6	0.98
CS(=O)(=O)Nc1ccc(C(=O)NCCSCc2ccco2)cc1	-2	-0.5	7	18	7	0.7	93	95	-18	1.3
C#CCn1c(S(=O)(=O)Cc2ccc(F)cc2)nc(-c2ccccc2)c1-c1ccccc1	-8	-0.3	-2	-9	5	5.1	96	106	9	2.4
CCOc1ccc(-c2c(C)n([O-])c3c([n+]2=O)CCCC3)cc1	-2	-0.2	7	1	4	0.3	96	99	-1	1.2
Cn1c(=NC(=O)c2cnccn2)sc2ccccc21	76*	0.5	28	70	-26	2.8	124	84	-70	1.8
CCN1CCN(S(=O)(=O)c2ccc(OC)c(Br)c2)CC1	-7	-0.2	2	3	-1	0.8	101	102	-3	1.2
Cc1cccc(C(=O)NC(=S)NNC(=O)COc2ccc(Cl)cc2)c1	0	-0.1	7	10	-4	3.1	101	98	-10	0.81

# Arranged by count of non-hydrogen atoms (highest first): part of the list above.
canonical_smiles	FLuc inhib CS	Hsp70 act	STAT3 inh	APP 5'UTR act	STAT1 inh	RAM inhibit	STAT1 act	STAT3 activator	APP 5UTR inh	NF-kB neuron act
CCCCN(CC(=O)NCCOC)C(=O)Cn1nnc2ccccc21	-6	-0.2	11	22	-3	0.2	102	100	-22	1.1
CC(=O)Nc1ccc(/C(C)=N/NC(=O)c2ccccc2Cl)cc1	-3	0.1	6	6	-7	0.5	106	95	-6	0.97
CCOc1ccc(-c2c(C)n([O-])c3c([n+]2=O)CCCC3)cc1	-2	-0.2	7	1	4	0.3	96	99	-1	1.2
COc1ccc(Nc2nccc(N(C)C)c2C#N)cc1	0	-0.3	9	-7	0	-0.4	98	96	7	1.4

# Going on with the list:
canonical_smiles	FLuc inhib CS	Hsp70 act	STAT3 inh	APP 5'UTR act	STAT1 inh	RAM inhibit	STAT1 act	STAT3 activator	APP 5UTR inh	NF-kB neuron act
Cc1sc2ncnc(SCC(=O)N(C(C)C)C(C)C)c2c1C	5	-0.5	1	3	4	0.3	97	101	-4	0.97
CCCC(C)C(=O)Nc1ccncc1 (configuration not stated)	-3	-0.2	-5	-16	-4	0.2	104	104	16	1.1
COC(=O)CNC(=O)CSc1nc(N)cc(=O)[nH]1	-8	-0.2	7	8	0	0.9	100	99	-8	0.94
CCN(CC)C(=O)CSc1ncnc2c1cnn2-c1ccccc1	4	-0.2	17	15	-26	2.6	116	89	-15	2.3
CCN(CC)c1ccc2oc(=O)c(C)nc2c1	-3	-0.5	3	1	5	1.2	95	100	-1	0.65
Cc1cc(S(=O)(=O)Nc2cccc(O)c2)c(C)s1	5	-0.2	11	5	3	1.1	97	94	-5	0.92
CCCCc1c(O)nc2n(c1=O)CCS2	-1	0.1	7	-41	6	0.5	95	96	42	0.92
Clc1ccccc1COc1ccc(/C=N/n2cnnc2)cc1	-2	-0.2	16	-21	-7	-0.6	106	88	21	1.1
COC(=O)c1cccnc1-n1c(=O)c2cccnc2n(Cc2cccc([N+](=O)[O-])c2)c1=O	-8	-0.3	3	16	0	-1.0	98	104	-16	0.89
O=C(Cc1cccc(C(F)(F)F)c1)Nc1ccccc1	-1	0.4	9	7	9	0.4	91	94	-8	1.1
COC(=O)c1sc(NC(=O)COc2ccc(C)cc2)nc1C	-2	0.0	6	15	3	6.3	97	99	-15	1.2
O=C(NCN1CCN(c2ccccn2)CC1)c1cnccn1	-3	-0.3	1	-2	-3	1.4	105	103	2	1.2
O=C1c2ccccc2C(O)N1Cc1ccccc1Cl (configuration not stated)	-5	-0.2	0	28	5	0.7	97	100	-28	1.1
CCc1ccc(NC(=O)N(CCCN2CCOCC2)C(C)c2cc3cccc(OC)c3o2)cc1 (configuration not stated)	-7	-0.1	2	2	9	1.8	92	99	-2	0.69
CC(=O)Nc1ccc(NC(=O)C2CCCN(C(=O)c3ccc(Cl)cc3)C2)cc1 (configuration not stated)	-4	0.0	1	-15	-7	0.8	105	101	15	1.1
COc1ccc(S(=O)(=O)NCC2CCCN(C(=O)c3cccs3)C2)cc1 (configuration not stated)	-7	-0.3	8	-4	-6	1.8	104	99	4	1.1
O=C(NCC1CCCO1)C1CCN(S(=O)(=O)N2CCCC2)CC1 (configuration not stated)	-6	0.0	4	.	2	1.3	98	102	.	0.94
CN(C)c1ccc(C(=O)Nc2nnc(C3=COCCO3)o2)cc1	-5	-0.2	-1	17	-8	0.0	105	105	-17	1.4
Cc1ccc(NC(=O)N(Cc2ccc3c(c2)OCO3)Cc2cc3cc4c(cc3[nH]c2=O)OCCO4)cc1	-7	-0.3	-6	-15	-7	4.9	106	108	15	0.52
Cc1ccc(N(CC(=O)NCc2ccncc2)S(C)(=O)=O)cc1	-4	-0.1	-4	-6	2	2.6	98	106	6	1.2
Cc1ccccc1NC(=S)N(C)CCc1ccccn1	-6	-0.2	-9	6	-2	1.5	102	106	-6	1
COc1ccc(CCn2nnnc2C(c2ccc(C)cc2)N2CCN(C)CC2)cc1OC (configuration not stated)	-4	0.1	6	-17	-2	-0.8	101	101	16	1.2
CC(C)CNC(=O)CSc1nnc(CN2CCCCCC2=O)n1-c1ccccn1	-4	-0.1	-3	-9	1	1.0	99	107	9	1.3
CCOC(=O)c1c(-c2ccc(F)cc2)csc1/N=C/N(C)C	-6	-0.1	8	3	-5	0.9	105	100	-3	1.1
Cc1ccc(S(=O)(=O)Nc2ccnc3ccccc23)cc1	-3	-0.1	9	9	-1	1.4	101	97	-9	1.4
CC(C)(C)Sc1nc(O)cc(=O)[nH]1	-2	-0.3	10	10	0	-0.7	100	94	-10	1.2

# Reformatted field by field: two of the compounds above.
O=C(NCC1CCCO1)C1CCN(S(=O)(=O)N2CCCC2)CC1 (configuration not stated)
  FLuc inhib CS: -6	Hsp70 act: 0.0	STAT3 inh: 4	APP 5'UTR act: .	STAT1 inh: 2	RAM inhibit: 1.3	STAT1 act: 98	STAT3 activator: 102	APP 5UTR inh: .	NF-kB neuron act: 0.94
O=C(Cc1cccc(C(F)(F)F)c1)Nc1ccccc1
  FLuc inhib CS: -1	Hsp70 act: 0.4	STAT3 inh: 9	APP 5'UTR act: 7	STAT1 inh: 9	RAM inhibit: 0.4	STAT1 act: 91	STAT3 activator: 94	APP 5UTR inh: -8	NF-kB neuron act: 1.1
